SENP1 FRET inh: blocks the human SENP1 SUMO protease catalytic domain | Q9P0U3 | recombinant SENP1 catalytic domain, CyPet-SUMO1-YPet FRET cleavage | inhibition, % at 10 µM | hit rate 0.21% among 360,000 | AID 624204;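 active = inhibition at least 30% at 10 µM, raw YFP signal under a set limit, fluorescence ratio 0.5 to 1.5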;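 also: 0% = enzyme with DMSO and 100% = no enzyme wells; some results filed as inactive read as strong as hits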
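Assay system – human recombinant His6-tagged SENP1 catalytic domain enzyme · Input – SENP1 enzyme, 20 pM final · Buffer or medium – Tris pH 8 buffer plus EDTA, NaCl, BME, BSA, NP40, catalase · Schedule – 50 min reaction at room temperature · Technique – FRET read of cyan and yellow fluorescence · Control set – no-enzyme wells low, DMSO-plus-enzyme wells high control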
APOBEC3A inh: human APOBEC3A DNA deaminase inhibition; recombinant A3A, FAM/TAMRA ssDNA deamination fluorescence; hit rate 0.41% among 330,000; inhibition, % at 20 µM; P31941;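 active = at least 40% inhibition at 20 µM here, with at most 30% in a related deaminase screen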;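 also: plate controls were A3A with DMSO for no effect and wells lacking A3A enzyme for full effect; some results filed as inactive read as strong as hits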
Target sequence (P31941 whole entry, looked up): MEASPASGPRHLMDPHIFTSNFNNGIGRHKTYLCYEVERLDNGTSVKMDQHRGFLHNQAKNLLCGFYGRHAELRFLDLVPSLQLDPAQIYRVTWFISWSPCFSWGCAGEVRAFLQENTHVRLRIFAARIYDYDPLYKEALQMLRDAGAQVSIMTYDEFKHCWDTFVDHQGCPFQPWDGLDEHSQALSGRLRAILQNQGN
NALP3 yeast inh: inhibitors of NALP3 inflammasome in yeast; Yeast reconstituted NLRP3/ASC/caspase-1, beta-gal luminescence, 24 h; inhibition, % at 10 µM; hit rate 0.39% among 330,000;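 active = inhibition of 50% or more; inactive = inhibition below 50%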;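 also: plate controls were induced DMSO wells for no effect and uninduced yeast grown without galactose for full effect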
MIN6 prolif: MIN6 beta-cell proliferation induction; MIN6 cells proliferation, ATPlite luminescence, 48 h; cells starved in 0.2% serum; 100% = growth in 10% serum; proliferation, % at 10 µM; hit rate 0.29% among 330,000; AID 2380;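 active = compounds whose signal lies at least 3.5 SD above the mean of all wells on their plate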;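 also: 0% = DMSO-treated cells in low-serum medium and 100% = 10% serum control; some compounds called inactive have numbers as strong as hits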
hIAP activ: increases human intestinal alkaline phosphatase activity; activation factor at 10 µM; P09923; AID 2524; purified human IAP, CDP-Star luminescence, 30 min; hits give high values; 1 = vehicle-only enzyme, 0 = enzyme-free background; hit rate 0.16% among 330,000;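 active = activation factor of the enzyme at least 2-fold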; also: the source names both 10 and 20 µM as test concentration; values of inactives mirror those of a sister screen read the other way
Target sequence (P09923 whole entry, looked up): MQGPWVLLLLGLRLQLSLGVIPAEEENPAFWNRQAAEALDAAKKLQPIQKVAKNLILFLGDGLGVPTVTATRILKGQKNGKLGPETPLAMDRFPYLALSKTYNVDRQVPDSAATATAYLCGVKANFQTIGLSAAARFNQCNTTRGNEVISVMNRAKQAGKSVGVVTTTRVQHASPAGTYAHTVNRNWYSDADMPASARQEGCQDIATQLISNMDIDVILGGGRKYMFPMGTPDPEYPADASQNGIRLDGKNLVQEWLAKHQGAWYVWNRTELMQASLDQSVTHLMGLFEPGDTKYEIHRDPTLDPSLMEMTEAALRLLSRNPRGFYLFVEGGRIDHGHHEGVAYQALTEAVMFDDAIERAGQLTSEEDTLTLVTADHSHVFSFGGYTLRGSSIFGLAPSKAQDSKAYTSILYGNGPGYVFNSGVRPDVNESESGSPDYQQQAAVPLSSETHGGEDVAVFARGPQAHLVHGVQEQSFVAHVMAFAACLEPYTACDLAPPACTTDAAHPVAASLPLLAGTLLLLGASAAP
mIAP inh: mouse IAP inhibition | AID 2806 | purified mouse IAP, CDP-Star luminescence, 30 min | inhibition, % at 10 µM | hit rate 0.2% among 330,000;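 active = inhibition of at least 40% at 10 µM in the primary screen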;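 also: plate controls were DMSO with enzyme for no effect and no enzyme wells for full effect; values of inactives mirror those of a sister screen read the other way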
hIAP block: blocks human intestinal alkaline phosphatase; purified IAP, CDP-Star luminescence, 30 min; inhibition, % at 10 µM; hit rate 0.12% among 330,000; AID 2544;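 active = inhibition reaching a set limit with compound at 10 µM in the primary screen, cut at about 35% in these data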;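 also: plate controls were DMSO wells with enzyme for no effect and no-enzyme buffer wells for full effect; values of inactives mirror those of a sister screen read the other way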
A3G deaminase: APOBEC3G (human) deaminase inhibition; Q9HC16; recombinant A3G, ssDNA deamination FAM/TAMRA fluorescence; inhibition, % at 20 µM; hit rate 0.28% among 330,000; AID 493012;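 active = inhibition of at least 40% at 20 µM, with no more than 30% in the related APOBEC3A deaminase screen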;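 also: plate controls were DMSO wells with A3G for no effect and wells lacking A3G enzyme for full effect; some compounds called inactive have numbers as strong as hits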
Target sequence (Q9HC16 whole entry, looked up): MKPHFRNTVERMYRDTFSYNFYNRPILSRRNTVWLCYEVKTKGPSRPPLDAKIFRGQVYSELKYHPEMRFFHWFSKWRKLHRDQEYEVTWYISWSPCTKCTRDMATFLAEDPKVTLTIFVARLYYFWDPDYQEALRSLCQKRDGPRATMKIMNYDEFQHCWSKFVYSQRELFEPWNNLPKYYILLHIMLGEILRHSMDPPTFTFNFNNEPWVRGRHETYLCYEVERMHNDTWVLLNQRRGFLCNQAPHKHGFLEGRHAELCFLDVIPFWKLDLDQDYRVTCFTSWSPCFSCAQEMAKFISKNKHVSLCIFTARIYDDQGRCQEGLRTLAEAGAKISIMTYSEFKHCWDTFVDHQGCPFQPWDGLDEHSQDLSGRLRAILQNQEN
mIAP act: mouse IAP activation. muIAP, CDP-Star luminescence, 30 min; hits give high values; 1 = vehicle-only enzyme signal, 0 = enzyme-free wells. activation factor at 10 µM. hit rate 0.24% among 330,000. AID 2805;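 active = activation factor of at least 2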; also: the source names both 10 and 20 µM as test concentration; values of inactives mirror those of a sister screen read the other way
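also added = chemiluminescent substrate CDP-Star | test system = mouse IAP enzyme | signal = chemiluminescence readout | compound = DMSO-dissolved test compounds | incubation = 30 min at room temperature | benchmarks = DMSO wells, no-enzyme wells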
An asterisk follows results filed as active. A portion of the library (hit frequency here may not be typical).

SMILES	SENP1 FRET inh	APOBEC3A inh	NALP3 yeast inh	MIN6 prolif	hIAP activ	mIAP inh	hIAP block	A3G deaminase	mIAP act
COc1ccc(C(=O)C[n+]2ccc(-c3nnc4n3CCC4)cc2)cc1	-5	33	11	-1	1	8	-1	-4	0.92
COc1ccc(S(=O)(=O)N2CCCCCC2)cc1C(=O)Nc1cc(C)ccn1	0	-4	9	2	1	-2	-3	-10	1
COc1cccc(/C=N/Nc2ccccc2C(=O)O)c1O	0	0	7	-3	0.96	1	4	-7	0.99
COc1cccc(NC(=O)c2cccc(C(=O)Nc3cccc(OC)c3)n2)c1	2	2	4	-3	0.96	11	4	-4	0.89
COc1ccc(OC)c(S(=O)(=O)N2CCN(C34CC5CC(CC(C5)C3)C4)CC2)c1	-4	5	17	0	1	8	-4	-3	0.92
COCCN(C(=O)CNC(=O)c1cccs1)C(C(=O)NC1CCCCC1)c1ccco1 (configuration not stated)	-1	-5	9	0	0.93	9	7	-5	0.91
CC(C)[C@H](NC(=O)c1ccco1)C(=O)OCC(=O)Nc1cccc(F)c1	1	0	-3	-2	1.1	-7	-6	3	1.1
CCOc1ccc(CNCCCSc2ncccn2)cc1	0	6	17	-1	1	-2	-4	-3	1
COc1ccc(C(NC(C)=O)c2ccc3cccnc3c2O)c(OC)c1 (configuration not stated)	4	0	13	-3	1.1	-1	-14	2	1
Cc1cc(NS(=O)(=O)c2ccc(NC(=O)CCCC(=O)O)cc2)nc(C)n1	1	-2	2	-3	1	-1	-4	-6	1
CCCC1(C(=O)O)NC(c2ccccc2O)C2C(=O)N(c3cccc(Cl)c3)C(=O)C21 (configuration not stated)	-1	-3	-6	-2	1.3	4	-31	-6	0.96
CC(C)CCNC(=O)CNC(=O)c1cccs1	1	3	5	-4	0.95	2	5	-8	0.98
NC(=O)c1ccsc1NC(=O)CN1C(=O)NC2(CCCC2)C1=O	-2	2	-1	1	1.1	6	-10	-1	0.94
COc1ccccc1CN(Cc1cc2c(C)ccc(C)c2[nH]c1=O)Cc1nnnn1Cc1ccco1	-2	-5	1	-7	1.2	8	-20	6	0.92
O=C(OCc1nc2scc(-c3ccccc3)c2c(=O)[nH]1)c1cc(Cl)ccc1[N+](=O)[O-]	-9	3	17	-2	1.1	0	-11	-2	1
S=C(NCCc1ccccc1)N1CCN(Cc2ccc(Cl)c(Cl)c2)CC1	0	-2	28	-2	1.1	-17	-14	-3	1.2
COc1cc([N+](=O)[O-])ccc1NC(=O)CCN1C(=O)C2C3CCC(C3)C2C1=O (configuration not stated)	2	2	-1	-3	1.1	3	-5	-3	0.97
CCOC(=O)CSc1cc(C)nc(N)n1	1	2	4	0	0.97	-3	3	2	1
NC(=O)c1ccccc1NCC(=O)c1ccc(Cl)cc1	0	-1	7	-1	0.86	-6	14	-5	1.1
COc1ccc(N2CCN(CCNC(=O)CCCn3c(=O)[nH]c4cc(Cl)ccc4c3=O)CC2)cc1	0	-7	-8	2	1.2	-8	-24	-7	1.1
O=c1oc(-c2ccccc2NS(=O)(=O)c2ccc(F)cc2)nc2ccccc12	3	-5	-2	-1	1.1	-3	-10	-8	1
COc1cccc(NC(=O)CN(C)C(=O)c2ccc3c(c2)C(=O)N(CCC(C)C)C3=O)c1	2	-5	8	-2	0.9	-10	10	-6	1.1
O=C(Nc1ccccc1N1CCN(C(=O)c2ccc(Cl)cc2)CC1)c1cccc([N+](=O)[O-])c1	-1	-1	21	-5	1.1	2	-7	0	0.98
CS(=O)(=O)Nc1ccc(C(=O)NCCSCc2ccco2)cc1	-2	4	10	-1	0.76	6	24	10	0.94
Cc1c(C)c2ccc(OC3CCCCC3=O)cc2oc1=O (configuration not stated)	-2	3	11	1	0.91	5	9	-4	0.95

Compound profiles, from the list above.
COc1cccc(/C=N/Nc2ccccc2C(=O)O)c1O reads SENP1 FRET inh: 0; APOBEC3A inh: 0; NALP3 yeast inh: 7; MIN6 prolif: -3; hIAP activ: 0.96; mIAP inh: 1; hIAP block: 4; A3G deaminase: -7; mIAP act: 0.99
COc1cc([N+](=O)[O-])ccc1NC(=O)CCN1C(=O)C2C3CCC(C3)C2C1=O (configuration not stated) reads SENP1 FRET inh: 2; APOBEC3A inh: 2; NALP3 yeast inh: -1; MIN6 prolif: -3; hIAP activ: 1.1; mIAP inh: 3; hIAP block: -5; A3G deaminase: -3; mIAP act: 0.97

(further entries)
SMILES	SENP1 FRET inh	APOBEC3A inh	NALP3 yeast inh	MIN6 prolif	hIAP activ	mIAP inh	hIAP block	A3G deaminase	mIAP act
FC(F)(F)Oc1ccc(NC(=S)NCc2ccccc2)cc1	1	5	21	-5	1.1	-66	-5	2	1.7
O=C1NCCCC2c3c(cc(Br)c(O)c3Br)OC12N1CCCCC1 (configuration not stated)	3	-3	7	-3	0.99	-4	1	1	1
C=CCOc1cccc(/C=N/NC(=O)C(OC)c2ccccc2)c1 (configuration not stated)	0	-4	21	0	0.86	8	14	-8	0.93
Cc1cccc(N2C(=O)CC(N(C(=O)c3ccco3)c3cccc(C)c3)C2=O)c1 (configuration not stated)	2	-1	5	-1	0.97	9	3	-6	0.91
COc1ccc(CNC(=O)CCC(=O)n2ncc3cc(C)ccc32)cc1	1	1	41	1	0.87	-3	13	-1	1
CCN(CC)S(=O)(=O)c1ccc2[nH]c(=O)[nH]c2c1	-2	-5	-5	-2	0.87	10	13	-5	0.9
Cc1noc(C)c1S(=O)(=O)N1CCCC(C(=O)Nc2ccc(Cl)cn2)C1 (configuration not stated)	1	1	4	0	1	2	0	-1	0.98
CCOC(=O)CNC(=O)C(CC(N)=O)NC(=O)OC(C)(C)C (configuration not stated)	1	0	7	1	1.1	-11	-11	1	1.1
COc1ccc(CSc2cccc3cccnc23)cc1[N+](=O)[O-]	1	4	28	1	0.96	-10	4	-6	1.1
CCOC(=O)c1c(C)[nH]c(/C(C)=N/O)c1C	0	-2	8	-1	0.95	-9	5	-2	1.1
CN(CC1COCCO1)c1nc2nonc2nc1N1CCSCC1 (configuration not stated)	0	-2	-7	6	1.1	9	-12	1	0.91
O=[n+]1c2c(n([O-])c3cc(F)ccc31)CCCC2	1	-1	-22	0	1	-5	0	-6	1
O=[N+]([O-])c1ccc(Nc2nc(N/N=C\c3ccc4c(c3)OCO4)nc(N3CCCCC3)n2)cc1	1	0	25	-5	1	9	-3	-2	0.91
COCCNC(=O)[C@@H]1CCCN1S(=O)(=O)c1cccc2cccnc12	-5	0	2	-5	1	5	-3	-2	0.95
COc1cccc(-c2noc(C3CCCN(C(=O)c4cccc(F)c4)C3)n2)c1 (configuration not stated)	1	-7	22	1	1.2	4	-16	-6	0.96
O=C(Nc1cc([N+](=O)[O-])ccc1Cl)C(Sc1ccccc1)c1ccccc1 (configuration not stated)	0	0	-10	-6	0.86	7	14	-3	0.93
Cn1c(=O)[nH]c(=O)c2[nH]c(N(Cc3ccccc3)Cc3ccccc3)nc21	-1	-4	13	-1	0.98	-4	2	-6	1
Cc1cccc(N2CC(C(=O)Nc3nnc(SCc4cccnc4)s3)CC2=O)c1 (configuration not stated)	0	-2	12	-4	1.1	16	-8	-3	0.84
Cn1c(C(=O)NCCC2=CCCCC2)cc2c(=O)n3ccccc3nc21	-21	4	18	0	1.3	-29	-32	4	1.3
CC(=O)NNc1ccc(C(F)(F)F)cc1[N+](=O)[O-]	2	-1	11	-2	0.85	3	15	-9	0.97
CCOC(=O)c1c(C)n(C)c2ccc(OC)c(NS(=O)(=O)CC)c12	1	-2	1	0	0.93	2	7	-8	0.98
OC1CCCN(CC(O)COC(c2ccc(F)cc2)c2ccc(F)cc2)C1 (configuration not stated)	0	-5	-5	-2	1.1	1	-14	-7	0.99
CCOC1CC(C)(C)NC(=S)N1 (configuration not stated)	-1	-3	0	4	1.1	6	-7	-5	0.94
C=C(C)CN(CC)Cc1c(C(=O)N(C)CCCC)nc2ccccn12	5	0	8	3	1	3	-3	-3	0.97
NC(=O)C1CCN(CC(=O)Nc2ccc(S(=O)(=O)N3CCOCC3)cc2)CC1	1	-2	11	-3	1	0	-1	-9	1

The list continues.
SMILES	SENP1 FRET inh	APOBEC3A inh	NALP3 yeast inh	MIN6 prolif	hIAP activ	mIAP inh	hIAP block	A3G deaminase	mIAP act
CCOc1ccccc1N1CC(C(=O)Nc2ccc(C(=O)O)cc2)CC1=O (configuration not stated)	1	-4	-2	-4	1	2	-4	-5	0.98
CCCCC(=O)Nc1nnc(CCc2ccccc2)s1	-4	1	24	-4	0.84	1	16	1	0.99
Oc1c(Br)cc(Br)cc1/C=N/c1nc2c(s1)CCCC2	12	-3	30	-6	1.1	22	-10	-3	0.78
CCn1c(CSc2ncn[nH]2)nc2cc(C(=O)O)ccc21	-1	6	8	-1	0.99	9	1	0	0.91
Cc1ccc(CS(=O)Cc2ccc(C(=O)NCc3ccccc3)o2)cc1 (configuration not stated)	2	-6	11	3	0.97	-3	3	-8	1
CC(C)c1cc(C(=O)N2CCCC(CCC(=O)NCc3ccccc3F)C2)n(C)n1 (configuration not stated)	0	-4	9	-4	0.88	0	12	-8	1
Cc1ccccc1-n1c(=O)n(Cc2ccccc2)c(=O)c2[nH]cnc21	2	-3	6	5	0.92	0	8	-7	1
O=S(=O)(N1CCCCC1)n1c(Cc2ccccc2)nc2ccccc21	0	0	-1	0	1.1	14	-7	-2	0.86
O=C(CSc1nnc(Cc2ccsc2)o1)c1ccccc1	0	6	1	-2	1.1	-10	-6	6	1.1
O=C(Nc1cccc(O)c1)c1cc(-c2ccco2)on1	-3	2	49	-3	0.86	12	14	-1	0.88
O=C(NNC(=O)c1ccc(=O)[nH]c1)c1ccc(NS(=O)(=O)c2cccs2)cc1	4	-4	10	-1	1.2	14	-17	-8	0.86
Cc1ccc(OCCn2c(=O)cnc3ccccc32)cc1	0	-3	-1	-4	0.94	8	6	-6	0.92
COc1ccc(NC(C)=O)cc1NC(C)C(=O)Nc1cccc2ccccc12 (configuration not stated)	-1	3	1	-4	1	-2	-2	-2	1
CC(Sc1nnc(-c2cccs2)n1-c1ccccc1)C(=O)NCc1ccc2c(c1)OCO2 (configuration not stated)	2	4	5	0	1.1	5	-9	3	0.95
Cc1ccc(NC(=O)CSCC(=O)N2CCCc3ccccc32)cc1	-1	9	7	4	1	-4	-2	-8	1
COc1ccccc1N(Cc1ccccc1)S(=O)(=O)c1cccc(C(=O)Nc2cc(C)ccn2)c1	1	-3	14	-7	1.1	8	-8	-9	0.92
Cc1ccc(N2C(=O)C(Cl)=C(N3CCCCCC3)C2=O)cc1	26	-2	29	0	0.81	-1	19	-1	1
Cc1cc2cc(CNC(=O)Nc3cccc(Cl)c3)ccc2n1C	-3	1	16	-2	0.89	6	11	-6	0.94
C[C@H](NC(=O)[C@H](Cc1ccccc1)n1c(=O)[nH]c2ccccc2c1=O)C(=O)N1CCC[C@H]1C(=O)O	5	3	12	-1	0.86	-7	14	1	1.1
C=CCNC(=S)N(Cc1ccccc1)Cc1ccc(F)cc1	2	-1	-51	-1	0.91	2	9	-7	0.98
CC1(C)CC(NC(=O)C(F)(F)F)CC(C)(C)N1OC(=O)c1ccco1	0	-1	-2	-3	1.1	-2	-8	-10	1
CCOC(=O)c1cccc(NC(=O)C2CCCN2S(=O)(=O)c2cccc3cccnc23)c1 (configuration not stated)	5	3	13	3	0.88	-2	12	-1	1

Assay outcomes: PubChem BioAssay, Sanford-Burnham Center for Chemical Genomics
